Screening data (PubChem)
Pin1 inh = inhibitors of human Pin1; Potency, µM (highest dose often 115 µM), without a hit: at the top dose activity, negative = inhibition, actives largely listed as inhibitors; Pin1 FP peptide displacement, HiFluor488, 10 min; 390,000 tested, 0.009% active; active = well fitted inhibition curve with a large enough effect in the polarisation, with a control signal flat, not every such curve was filed as active; inconclusive = small, poorly fitted or top-dose-only effect, or effect the other way, or a change in a side signal; inactive = no such curve, though single readings can be large or run the other way; the % refers to the polarisation; note: potency is the fitted concentration of half-maximal effect; % is set by controls: 0 for no effect and ±100 for the full control effect
Target sequence (Q13526 whole entry, looked up): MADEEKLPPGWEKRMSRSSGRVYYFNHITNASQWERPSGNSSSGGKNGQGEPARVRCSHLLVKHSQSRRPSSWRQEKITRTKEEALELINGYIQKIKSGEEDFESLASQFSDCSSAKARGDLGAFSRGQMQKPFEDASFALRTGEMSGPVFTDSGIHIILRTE
TRHR enhancer = TRH receptor (human) allosteric enhancement; enhancement, % at 2 µM; TRHR cells, fluo-8 calcium fluorescence, EC20 TRH enhancement; 360,000 tested, 0.66% active; AID 493056; P34981; in the data active = enhancement above about 30%; note: 0% is about no effect
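TRHR-expressing cells loaded with fluo-8 calcium dye were read kinetically (ex 480/em 530) during compound addition, then stimulated with an EC20 of TRH (10 nM final). Enhancement of the Gq-mediated intracellular calcium response was scored.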
mIDH1 inhibitor = human IDH1 R132H inhibition; 390,000 tested, 0.093% active; Potency, µM (series often up to 76.6 µM), without a hit: top-dose activity change, negative = inhibition, usual class: inhibitors; IDH1-R132H enzyme, NADPH consumption, diaphorase/resazurin fluorescence; AID 602179; note: potency is the fitted concentration of half-maximal effect; % is set by controls: 0 for no effect and ±100 for the full control effect; nearly all actives have a fitted effect of over 65% in size
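IDH1-R132H (0.5 ug/mL dispensed) in pH 7.5 Tris buffer was preincubated 30 min with compound, then given a substrate mix of 0.016 mM NADPH and 2 mM alpha-KG for 80 min at room temperature; remaining NADPH was read by diaphorase/resazurin fluorescence.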
D2 antagonist = antagonizes the human D2 dopamine receptor | P14416 | HEK293 TREx D2 cells, calcium flux, dopamine EC80 | inhibition, % at 10 µM | 340,000 tested, 2% active; in the data active = inhibition above about 30%; note: 0% is about no effect
Target sequence (P14416 whole entry, looked up): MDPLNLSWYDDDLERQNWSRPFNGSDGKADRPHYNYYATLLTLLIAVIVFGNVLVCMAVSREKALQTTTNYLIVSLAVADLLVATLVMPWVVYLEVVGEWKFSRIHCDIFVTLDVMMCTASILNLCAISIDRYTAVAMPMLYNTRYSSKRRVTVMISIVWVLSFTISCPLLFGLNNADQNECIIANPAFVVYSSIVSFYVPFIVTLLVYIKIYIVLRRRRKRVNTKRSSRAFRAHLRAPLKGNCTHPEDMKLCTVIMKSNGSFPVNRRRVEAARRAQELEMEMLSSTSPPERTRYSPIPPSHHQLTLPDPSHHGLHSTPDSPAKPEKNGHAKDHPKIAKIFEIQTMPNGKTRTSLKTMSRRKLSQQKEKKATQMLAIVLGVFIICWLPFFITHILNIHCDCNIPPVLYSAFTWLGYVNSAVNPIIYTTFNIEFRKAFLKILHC
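Measurement of antagonist activity uses fluorescent calcium dye in inducible HEK293 T-REx D2 cells: 10 s baseline, compound addition with 180 s read, EC80 dopamine addition with a further 180 s read.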
USP1 inh = inhibitors of human USP1/UAF1 deubiquitinase; O94782; recombinant USP1/UAF1, Ub-Rhodamine cleavage fluorescence; Potency, µM (highest dose often 57.1 µM), inactives show at the highest dose activity change, negative = inhibition, usual class: inhibitors; 390,000 tested, 0.23% active; note: potency is the fitted concentration of half-maximal effect; % is set by controls: 0 for no effect and ±100 for the full control effect; nearly all actives have a fitted effect of over 60% in size; inactives centre near -12
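USP1/UAF1 complex (1 nM) preincubated 15 min at room temperature with compound, then Ub-Rho substrate (150 nM final) added. Kinetic fluorescence at 480/540 nm over 6 reads at 60 s intervals; 50 mM HEPES pH 7.8, 0.5 mM EDTA, 0.1 mg/ml BSA, 1 mM TCEP, 0.01% Tween-20.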
TrxR1 inh = rat TrxR1 inhibition. recombinant rTrxR1, NADPH fluorescence consumption, selenite substrate. Potency, µM (highest dose often 114 µM), for the others: at the top dose activity change, negative = inhibition, hits mostly inhibitors. 390,000 tested, 1% active; note: potency is the fitted concentration of half-maximal effect; % is set by controls: 0 for no effect and ±100 for the full control effect; nearly all actives have a fitted effect of over 65% in size
Target sequence (O89049 whole entry, looked up): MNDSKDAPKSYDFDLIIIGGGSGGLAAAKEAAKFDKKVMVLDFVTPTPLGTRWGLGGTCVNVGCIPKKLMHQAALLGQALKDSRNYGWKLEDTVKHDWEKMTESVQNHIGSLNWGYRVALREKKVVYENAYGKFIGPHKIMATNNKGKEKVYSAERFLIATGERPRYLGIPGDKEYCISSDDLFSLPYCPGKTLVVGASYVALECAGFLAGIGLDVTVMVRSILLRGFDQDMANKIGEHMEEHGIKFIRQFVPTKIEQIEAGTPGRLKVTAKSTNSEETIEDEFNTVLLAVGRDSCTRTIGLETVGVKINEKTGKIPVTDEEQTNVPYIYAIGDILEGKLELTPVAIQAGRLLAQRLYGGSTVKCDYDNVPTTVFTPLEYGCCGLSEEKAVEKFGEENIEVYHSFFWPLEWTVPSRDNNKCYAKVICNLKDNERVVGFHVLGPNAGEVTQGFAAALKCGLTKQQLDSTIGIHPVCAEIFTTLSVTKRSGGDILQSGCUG
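Rat TrxR1 (90 nM in the dispensed reagent) was pre-reduced with 400 uM NADPH for 5 min at room temperature, then incubated with compound for 15 min. After 400 uM selenite was added, NADPH fluorescence (Ex 340/Em 450 nm) was followed for 8 min.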
TRHR agonist = activates the human TRH receptor | P34981 | activation, % at 2 µM | AID 493084 | TRHR cells, calcium flux fluo-8, FDSS agonist mode | 360,000 tested, 0.18% active; in the data active = activation above about 30%; note: 0% is about no effect
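Agonist-mode FDSS calcium read (Ex 480/Em 530, 1 s cycles) in 1536-well TRHR cells with fluo-8 dye, after 10-cycle baseline and 23 nL compound addition; TRH at EC20 (10 nM final) added afterwards for the enhancer phase.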
D2 agonist = D2 dopamine receptor (human) agonism; P14416; HEK293 T-REx D2 cells, calcium flux agonist mode; activation, % at 2 µM; 340,000 tested, 0.53% active; AID 485358;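 active = activation over 3 SD above normal in the single-dose calcium agonist read, cut at about 30% in these data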; note: 0% is about no effect
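Tetracycline-induced HEK293 Trex cells with D2 receptor force-coupled to calcium signaling, plated overnight at 30 C and loaded with no-wash calcium dye. Calcium flux read kinetically for 180 s after compound addition; responses flag agonists.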
TrxR1 substrate = is turned over as a substrate by rat TrxR1. O89049. Potency, µM (titrated, usually from 114 µM), inactives show at the highest dose activity change, negative = substrate turnover. purified TrxR1 substrate turnover, NADPH consumption readout. 390,000 tested, 0.01% active. AID 588456; note: potency is the fitted concentration of half-maximal effect; % is set by controls: 0 for no effect and ±100 for the full control effect; nearly all actives have a fitted effect of over 50% in size
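Rat TrxR1, dispensed at 90 nM, was prereduced with 400 uM NADPH (final) for 5 min at ~22 deg C, then incubated with compound 15 min before 400 uM selenite. A first-read NADPH fluorescence drop versus no-compound background flagged substrates.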
* = called active by the depositor; u = inconclusive; x = not tested or not shown; [ ] = another dose, or the depositor's remark. Unless noted, calls come from the whole dose curve; as a rule, active = well fitted inhibition curve with a large enough effect; inconclusive = small, poorly fitted or top-dose-only effect; inactive = no such curve, though single readings can be large or run the other way.

SMILES	Pin1 inh	TRHR enhancer	mIDH1 inhibitor	D2 antagonist	USP1 inh	TrxR1 inh	TRHR agonist	D2 agonist	TrxR1 substrate
CCOn1c(=O)c[n+]([O-])c2ccccc21	u	2	-6%	5	-14%	4%	3.8	2.8	-2%
CCOC(=O)c1c(CSCc2ccccc2)oc2ccc(O)c(CN(C)C)c12	0%	-9	12%	23	-20%	14%	0.1	1.0	8%
CC1(C)Cc2c(cnn2-c2ccccc2)C(NC(=O)CCCN2CCCCC2=O)C1 (stereo not given)	-4%	3	13%	-4	-10%	-12%	-0.3	0.2	-5%
CCOC(=O)N1CCC(NC(=O)c2ccc3nc(N4CCOCC4)sc3c2)CC1	-1%	-13	7%	2	-2%	-11%	0.3	0.5	-7%
COc1ccc(C2CC(=O)c3cc(-c4nc(-c5ccc(Cl)cc5)cs4)c(=O)[nH]c3C2)cc1OC (stereo not given)	u	11	-1%	x	-4%	2%	1.6	0.7	5%
CCOC(=O)C(=O)N1CCN(c2nc(-c3ccc(Cl)cc3)cs2)CC1	-6%	12	1%	3	-25%	17%	-0.1	-1.4	1%
CC1(c2ccc3c(c2)OCO3)NC(=O)N(CC(=O)c2ccc[nH]2)C1=O (stereo not given)	3%	-2	2%	12	-21%	3%	1.0	-0.4	3%
CCCCOc1ccc(CNC(=O)c2cnc3sc(N4CCOCC4)nn3c2=O)cc1	-2%	4	20%	x	-12%	8%[57.1 µM]	0.5	1.0	14%[57.1 µM]
COc1ccc(Cc2nc3ccc(C(=O)NCC4COCCO4)cc3o2)cc1OC (stereo not given)	4%	5	-9%	17	-6%	19%	1.5	0.0	1%
Cc1cc(Cl)c(S(=O)(=O)N2CCSCC2)cc1OCC(N)=O	u	-1	-1%	18	0%	5%	0.0	0.8	3%
Clc1ccc(C2=CSC3=NCCN23)cc1Cl	-8%	-2	1%	-7	-1%	-12%	0.2	0.8	-10%
COc1cccc(C(=O)NCCS(=O)(=O)NC2CCCC2)c1	-6%	-2	4%	-7	-14%	8%	-0.6	-0.3	-2%
O=C(CN1CCC(N2CCCCC2)CC1)N1CCCc2ccccc21	-3%	15	6%	4	-11%	24%	-0.3	-2.0	10%
CC(C)OC(=O)c1cccc(-c2ccc(C=O)o2)c1	5%	36*	1%	2	7%	-14%	0.4	-0.1	-13%
CCS(=O)(=O)N1Cc2ccccc2CC1C(=O)NCC12CC3CC(CC(C3)C1)C2 (stereo not given)	1%	10	2%	-5	-9%	4%	0.7	0.0	-8%
CCOC(=O)[C@@H]1[C@H]2COc3cc(OC)ccc3[C@@H]2N2C(=O)N(c3ccccc3)C(=O)[C@]12C	3%	x	-7%	x	11%	9%[57.1 µM]	x	x	5%[57.1 µM]
Fc1cc(F)cc(NC(=S)N2CCN(c3ncccn3)CC2)c1	2%	9	-2%	-3	-4%	-7%	1.4	2.2	2%
CCCN1CCN(CCCNC(=O)CCNC(=O)Cn2ccc3ccccc3c2=O)CC1	2%	6	-5%	-4	-2%	8%	0.7	0.3	7%
COc1ccc(/C=N/NC(=O)c2cc(-c3cccnc3)nc3ccccc23)c(OC)c1	4%	-1	-7%	-3	0%	23%[57.1 µM]	-0.8	0.1	3%[57.1 µM]
N/C(=N\c1nc2c(c(=O)[nH]1)CCC2)Nc1ccccc1C(F)(F)F	u	8	5%	-16	-9%	9%[57.1 µM]	0.3	-0.1	6%[57.1 µM]
Cc1noc(C)c1C(=O)NCC(=O)Nc1ccccc1Br	-9%	x	1%	x	-13%	17%	x	x	2%
COc1cc2c(cc1NC(=O)CSc1ccc(Cl)cc1)oc1ccccc12	12%	1	1%	7	-2%	-13%	1.5	2.0	-15%
CC1=C(c2ccc(Cl)cc2)S(=O)(=O)N=C1N1CCN(c2cccc(C(F)(F)F)c2)CC1	69%[activator]	-1	-11%	x	-25%	19%	0.4	-1.3	-5%
Cc1cc(C)cc(NC(=O)CSc2nc3c([nH]c4ccccc43)c(=O)n2-c2ccc(F)cc2)c1	-3%	0	-19%	x	-21%	16%[57.1 µM]	0.7	-1.3	6%[57.1 µM]
COCCN1C(=O)N(c2cccc(OC)c2)C(=O)C1CC(=O)Nc1ccc(Cl)cc1 (stereo not given)	0%	1	0%	7	0%	-3%[57.1 µM]	0.4	-1.4	4%[57.1 µM]

An excerpt from above, limited to D2 agonist and TRHR agonist:
compound,D2 agonist,TRHR agonist
CCOC(=O)C(=O)N1CCN(c2nc(-c3ccc(Cl)cc3)cs2)CC1,-1.4,-0.1
CC1(c2ccc3c(c2)OCO3)NC(=O)N(CC(=O)c2ccc[nH]2)C1=O (stereo not given),-0.4,1.0

Later entries
SMILES	Pin1 inh	TRHR enhancer	mIDH1 inhibitor	D2 antagonist	USP1 inh	TrxR1 inh	TRHR agonist	D2 agonist	TrxR1 substrate
O=C(Nc1ccccc1)Oc1cccc(Br)c1	-3%	14	-1%	-2	2%	30%	-0.4	2.4	0%
COc1ccc2c(c1)[C@H]1[C@H](CO2)[C@H](c2ccccc2)[C@]2(C)C(=O)Nc3cc(OC)c(OC)cc3C(=O)N12	u	-5	-7%	4	-18%	18%[57.1 µM]	0.0	-0.2	7%[57.1 µM]
CC[C@]12C(=O)N(C)C[C@H]([C@@H]3C(=O)N(C)C(=O)[C@@H]31)N2C(=O)c1ccc(Cl)c(Cl)c1	-11%	x	6%	x	-26%	10%	x	x	6%
O=C(NCCc1ccccc1)C1CC(=O)N(C2CCCC2)C1 (stereo not given)	-6%	15	-7%	4	-24%	14%	-0.3	-0.3	0%
COc1cc(C(=O)NCC2(N(C)C)CCCCC2)ccc1OCc1ccccc1	-2%	3	-2%	-6	-1%	5%[57.1 µM]	1.8	-0.6	5%[57.1 µM]
O=C(NCC1CCCO1)C1CCN(S(=O)(=O)c2cccnc2)CC1 (stereo not given)	5%	1	2%	2	8%	16%[57.1 µM]	0.5	0.7	9%[57.1 µM]
CC(=O)c1cccc(NC(=O)NCc2ccccn2)c1	-3%	-6	4%	-13	-8%	-6%	0.7	0.2	4%
COc1ccc(OC)c(NC(=O)c2c3c(nc4ccccc24)CCC3)c1	5%	x	0%	x	0%	9%	x	x	-3%
O=C(N/C(=C\c1ccc([N+](=O)[O-])cc1)C(=O)N1CCCCC1)c1ccco1	2%	9	-7%	5	-13%	-18%	0.1	0.7	-10%
COc1ccccc1CNC(=O)C(=O)NCC(c1cccs1)S(=O)(=O)c1cccs1 (stereo not given)	3%	-3	24%	x	-7%	16%[57.1 µM]	0.1	0.8	-1%[57.1 µM]
O=C(CCc1ccc(O)cc1)c1c(O)cc(O)cc1O[C@@H]1O[C@H](CO)[C@@H](O)[C@H](O)[C@H]1O	0%	-9	2%	1	-8%	-11%	-0.4	-0.6	-11%
CSc1nc2sc3c(c2c(=O)n1CC(C)C)CC(C)(C)OC3	8%	4	-2%	-13	-5%	4%[57.1 µM]	0.3	0.1	2%[57.1 µM]
Cc1ccccc1C(=O)Nc1sc2c(c1C(=O)N1CCCCC1)CCC(C(C)(C)C)C2 (stereo not given)	-2%	3	-14%	x	u	21%	-0.4	-1.4	-3%
CCOC(=O)c1c(C)[nH]c(C)c1C(=O)COC(=O)Cc1ccc(OC)c(OC)c1	-3%	x	-4%	x	-17%	13%	x	x	5%
COc1cc(OC)c(Nc2ncnc3onc(-c4cccc(Cl)c4)c23)cc1Cl	4%	2	-1%	x	-19%	12%	0.3	0.9	-2%
O=c1ccc(Oc2nc(N3CCOCC3)nc(N3CCOCC3)n2)nn1-c1ccccc1	9%	13	0%	-14	-3%	8%	-0.5	0.5	-4%
Cc1c(NC(=O)c2ccc([N+](=O)[O-])o2)cccc1-c1nc2ncccc2o1	-6%	-3	34%[activator]	22	-20%	-12%	0.8	0.4	-3%
CC1CCN(CCCNC(=O)Cn2ncc3c([nH]c4ccccc43)c2=O)CC1	2%	-8	7%	-7	-7%	6%	-0.4	-0.6	9%
Cc1cn2c(=O)cc(COc3ccc(NC(=O)COc4ccccc4)cc3)nc2s1	2%	5	-9%	x	-3%	-5%	-1.2	x	-6%
Cc1ccc(C(=O)N2CCCC(CCC(=O)N3CCN(c4ccccn4)CC3)C2)cn1 (stereo not given)	-6%	0	5%	-3	-11%	5%	-0.1	0.3	4%
Cc1ccc2nc(-c3ccc(NC(=O)CN4C(=O)c5ccccc5C4=O)cc3)sc2c1	u	3	0%	-7	-10%	0%	0.1	1.2	25%
CSc1nc2sc3c(c2c(=O)n1C1CCCCC1)CCN(C)C3	11%	1	-4%	15	-14%	7%	0.3	0.2	4%
CCn1ccc2cc(S(=O)(=O)N3CCCN(C(=O)NCC(C)C)CC3)ccc21	-9%	-6	-6%	x	-30%	12%[57.1 µM]	-0.8	-1.5	5%[57.1 µM]
Cn1c(CSc2ncccn2)nnc1SCC(=O)N1CCCc2ccccc21	-6%	1	10%	-2	-4%	10%[57.1 µM]	0.0	0.4	8%[57.1 µM]
Cc1oc2ccc(O)cc2c1C(=O)OC(C)C	-2%	1	4%	x	-14%	12%	0.0	x	2%
O=C1Nc2ccccc2C1(O)C/C(=N/O)c1ccccc1 (stereo not given)	5%	-3	11%	x	-16%	18%[57.1 µM]	0.0	x	3%[57.1 µM]
CCC(C)NC(=O)C1(C)CCC(=O)N1Cc1ccccc1OC (stereo not given)	-3%	-2	-2%	7	-17%	11%[57.1 µM]	-0.1	1.3	8%[57.1 µM]
COc1ccccc1OCc1nnc(SCC(=O)Nc2nnc(C3CC3)s2)n1C	-1%	3	0%	10	1%	-6%[57.1 µM]	0.8	0.8	-5%[57.1 µM]

Compounds from the list above that have a CF3 group (2):
SMILES	Pin1 inh	TRHR enhancer	mIDH1 inhibitor	D2 antagonist	USP1 inh	TrxR1 inh	TRHR agonist	D2 agonist	TrxR1 substrate
N/C(=N\c1nc2c(c(=O)[nH]1)CCC2)Nc1ccccc1C(F)(F)F	u	8	5%	-16	-9%	9%[57.1 µM]	0.3	-0.1	6%[57.1 µM]
CC1=C(c2ccc(Cl)cc2)S(=O)(=O)N=C1N1CCN(c2cccc(C(F)(F)F)c2)CC1	69%[activator]	-1	-11%	x	-25%	19%	0.4	-1.3	-5%

These rows are one share of the data; rates above refer to the full screens.
